# GPR55 beta-arrestin = GPR55 agonists via beta-arrestin recruitment, primary screen, imaging, U2OS cells, beta-arrestin-GFP redistribution (AID 1961). activation, % at 10 µM; hits with a dose series show EC50 in µM. U2OS GPR55 beta-arrestin-GFP redistribution imaging; higher % means a stronger effect. 290,000 compounds, 0.048% hits;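 active means activation above 40% with more than 50 cells counted in the well; inconclusive means wells holding fewer than 50 cells, flagged as toxic or sparse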;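 further: U2OS osteosarcoma cells stably expressing GPR55 and beta-arrestin-GFP; plate controls were DMSO negative control for no effect and LPI positive control for full effect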
# HIV peptide binding = inhibitors of HIV fusion peptide binding, primary screen, biochemical, uHTS, fluorescence dequenching (AID 1986). cell-free peptide binding, fluorescence dequenching, 30 min; higher % means a stronger effect. 290,000 compounds, 0.3% hits. inhibition, % at 20 µM; hits with a dose series show IC50 in µM; in the data active means inhibition mostly above about 52%, no sharp cut-off; inactive means mostly below about 76%; further: some results filed as inactive read as strong as hits
# GPR35 arrestin U2OS = inhibition of zaprinast-stimulated GPR35 beta-arrestin translocation – imaging, U2OS, beta-arrestin-GFP, zaprinast agonist, primary screen (AID 2058); U2OS GPR35 beta-arrestin-GFP translocation imaging, zaprinast antagonism; higher % means a stronger effect; inhibition, % at 10 µM, or IC50 in µM where a hit was titrated; 290,000 compounds, 0.052% hits;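 active means inhibition of at least 50% with at least 30 cells and total cytoplasm GFP at most 10,000,000; inconclusive means under 30 cells or total GFP of 10,000,000 plus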
# Myeloid diff MLP = myeloid differentiation induction; ER-HoxA9 myeloid progenitors, lysozyme-GFP differentiation, flow cytometry; calls only at 10 µM; 360,000 compounds, 1% hits; AID 624256;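 active means normalized GFP-positive differentiation at or above the plate's own cutoff, the solvent-only control mean plus 3 SD; inconclusive means no clear call, values can overlap the other calls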;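 further: cells exposed to compound for four days before flow analysis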
# KOR beta-arrestin-1 = kappa opioid receptor activators – cell-based, luminescence, uHTS, primary screen (AID 1777); one-dose activation, % at 10 µM; EC50 in µM for titrated hits; KOR beta-arrestin recruitment, luminescence; higher % means a stronger effect; 280,000 compounds, 0.02% hits; in the data active means activation above about 50%, passing the limit was not always enough; further: a part of the inactive calls stands beside numbers as strong as those of hits
# NOD2 inhibition = inhibition of NOD2-driven NF-kB reporter – cell-based, luminescence, uHTS, HEK293 (AID 1566) | HEK293 NOD2/NF-kB luciferase reporter, luminescence; higher % means a stronger effect | inhibition, % at 4 µM; hits with a dose series show EC50 in µM | 290,000 compounds, 0.63% hits; further: many of its hits are not listed in these tables
# NOD1 NF-kB reporter = inhibition of NOD1-driven NF-kB reporter – cell-based, luminescence, uHTS, primary screen (AID 1578); NOD1-driven NF-kB luciferase reporter cells, luminescence; higher % means a stronger effect; inhibition, % at 4 µM; hits with a dose series show EC50 in µM; 290,000 compounds, 1% hits; in the data active means inhibition mostly above about 36%, no sharp cut-off; inactive means mostly below about 34%;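 further: HEK-293T reporter cells stimulated with the NOD1 agonist gamma-tri-DAP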
# KOR beta-arrestin-2 = KOR antagonists, beta-arrestin recruitment, cell-based, luminescence, uHTS (AID 1778) | KOR beta-arrestin recruitment, luminescence, antagonist mode; higher % means a stronger effect | inhibition, % at 10 µM, or IC50 in µM where a hit was titrated | 290,000 compounds, 0.091% hits; further: strong numbers were not always called active
# GPR55 LPI antagonism = GPR55 antagonists blocking LPI-driven arrestin recruitment, primary screen, imaging, U2OS, beta-arrestin-GFP, LPI agonist (AID 2013); U2OS GPR55 beta-arrestin-GFP translocation imaging, LPI antagonism; higher % means a stronger effect; inhibition, % at 10 µM; hits with a dose series show IC50 in µM; 290,000 compounds, 0.13% hits;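 active means spots per cell inhibited over 60%, with over 100 cells counted and total cytoplasm intensity under 500,000; inconclusive means wells with under 100 cells, flagged as likely toxic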;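 further: U2OS cells stably carrying GPR55 and arrestin-GFP stimulated by 5 µM LPI near EC80; imaged beta-arrestin-GFP aggregate spots per cell after agonist stimulation; plate controls were LPI-stimulated DMSO wells for no effect and DMSO wells without LPI for full effect; some results filed as inactive read as strong as hits; confirmed hits need IC50 under 10 µM and bright autofluorescent wells are also inconclusive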
# Myeloid diff MLP GFP+ MAC1+ % = further read-out of Myeloid diff MLP, marked with its call; GFP+ MAC1+ double positive, %; measured here: differentiation confirmed by MAC1 staining
# * hit, by the source's call; i = inactive; ? = inconclusive; . = no result given; [ ] = remark or other dose. Unless noted, no stated cut-off is given here; in the data, active means inhibition above about 50%; inactive means the rest. These rows are one share of the data; rates above refer to the full screens.
# The opening two entries as a preview:
SMILES,GPR55 beta-arrestin,HIV peptide binding,GPR35 arrestin U2OS,Myeloid diff MLP,Myeloid diff MLP GFP+ MAC1+ %,KOR beta-arrestin-1,NOD2 inhibition,NOD1 NF-kB reporter,KOR beta-arrestin-2,GPR55 LPI antagonism
COc1ccccc1NC(=O)NCC1(N(C)C)CCCCC1,0.0%,-1.0%,2%,i,0.9,-4.5%,11%,-22%,4%,2%
CCS(=O)(=O)c1nc2ccccc2n1CC(=O)N1CCCCC1,-0.4%,-2.0%,2%,i,1.1,.,8%,-2%,.,-8%

# Main list, previewed entries included:
SMILES,GPR55 beta-arrestin,HIV peptide binding,GPR35 arrestin U2OS,Myeloid diff MLP,Myeloid diff MLP GFP+ MAC1+ %,KOR beta-arrestin-1,NOD2 inhibition,NOD1 NF-kB reporter,KOR beta-arrestin-2,GPR55 LPI antagonism
COc1ccccc1NC(=O)NCC1(N(C)C)CCCCC1,0.0%,-1.0%,2%,i,0.9,-4.5%,11%,-22%,4%,2%
CCS(=O)(=O)c1nc2ccccc2n1CC(=O)N1CCCCC1,-0.4%,-2.0%,2%,i,1.1,.,8%,-2%,.,-8%
NC(=O)CSc1nnc(-c2cnccn2)n1Cc1ccco1,-0.3%,-1.1%,7%,i,0.5,2.3%,13%,-5%,31%,-1%
CCOC(=O)c1c(S(=O)(=O)NCCc2cccs2)c(C)n(C)c1C,-0.2%,0.2%,-3%,i,1.8,1.4%,3%,-10%,1%,1%
O=C(NCCC(=O)N1CCN(c2ncccn2)CC1)c1ccccc1,0.3%,-1.6%,4%,i,1.4,-1.0%,-20%,-7%,-14%,2%
CCc1cc2c(=O)oc(-c3ccc(F)cc3)nc2s1,-0.2%,-0.2%,-2%,i,0.2,0.0%,-14%,-28%,4%,4%
O=C(CCS(=O)(=O)c1ccc(Br)cc1)N1CCCCCC1,-0.2%,1.9%,-11%,i,2.5,14%,2%,-14%,-32%,-9%
C=CCOC(=O)C1=C(C)Nc2ncnn2C1c1cccs1 (stereo unspecified),-0.1%,1.4%,-4%,i,7.1,-3.7%,28%,4%,1%,-6%
O=C1CCC(=O)N1c1ccc(S(=O)(=O)Nc2cccc(Br)c2)cc1,-0.1%,2.6%,-11%,i,0.5,2.0%,8%,18%,-11%,-4%
Cc1c(/C=N/O)c2ccccn2c1C(=O)c1ccc(F)cc1,-0.1%,-1.6%,1%,i,0.6,2.9%,-6%,4%,-26%,-3%
COC(=O)c1ccc(-n2nnnc2SC)cc1,0.1%,-1.6%,-12%,i,2.3,0.9%,2%,-16%,-18%,-1%
Cc1cccc(NC(=O)C2CCN(S(=O)(=O)c3c(C)noc3C)CC2)c1,-0.2%,3.2%,-5%,i,0.3,-1.4%,9%,-20%,-55%,3%
Cc1cc2c3c(c1)C(C)(c1ccccc1)CC(C)(C)N3C(=O)C21C(C#N)=C(N)OC2=C1C(=O)CC(C)(C)C2 (stereo unspecified),-0.2%,-1.3%,15%,i,6.4,-0.7%,-5%,77%*,-66%,15%
Cc1cc(-c2csc(N)n2)c(C)n1-c1ccccc1,0.1%,39%,-4%,i,0.2,5.1%,5%,-27%,-13%,7%
CCOc1ccc(-c2noc(CCCC(=O)NC3CCCCC3)n2)cc1OC,-0.1%,0.7%,4%,i,0.6,-0.1%,13%,-12%,-28%,1%
CN(C)c1ccc(C2Nc3ccccc3C(=O)N2CCCN2CCOCC2)cc1 (stereo unspecified),-0.1%,-0.3%,24%,i,0.6,0.1%,30%,12%,7%,-7%
COc1ccc(C(C(C(=O)c2ccco2)N2CCOCC2)N2CCOCC2)cc1 (stereo unspecified),-0.1%,-1.4%,26%,i,1.0,-2.2%,-8%,-9%,30%,-1%
CCCC(=O)N1CCc2[nH]c3ccccc3c2C1,0.0%,3.1%,2%,i,1.1,4.2%,5%,-30%,-14%,12%
CCOC(=O)N/N=C(/c1ccccc1)C1CCCCC1,-0.7%,0.7%,-5%,i,0.1,-0.3%,8%,-36%,8%,23%
O=C(COC(=O)CSc1nnc(-c2ccc(Cl)cc2)o1)Nc1cc(Cl)ccc1Cl,0.3%,-1.0%,-2%,i,0.4,.,-5%,0%,-26%,-5%
CCOc1ccccc1NC(=S)NCCCn1ccnc1,-0.4%,-0.3%,-5%,i,0.6,-3.7%,9%,-23%,14%,-3%
CCOC(=O)c1ccc(N2C(=O)CC(N3CCC(O)(c4ccc(Cl)cc4)CC3)C2=O)cc1 (stereo unspecified),0.0%,4.8%,-4%,i,0.6,-3.2%,4%,-25%,26%,3%
O=C(NCc1cccc(Cl)c1)c1cc(COc2ccc3ncccc3c2)on1,0.3%,-0.3%,-3%,i,0.5,4.5%,34%,47%,-25%,6%
O=C(CSc1nnc(COc2cccc3cccnc23)o1)N1CCc2ccccc21,1.6%,-2.7%,6%,i,1.8,-3.3%,11%,-33%,-9%,2%
Cc1cnc(C(=O)OCC(=O)NC2CCCC(C)C2C)cn1 (stereo unspecified),0.5%,6.8%,17%,i,0.3,-2.5%,21%,-22%,-12%,-6%

# 4 entries out of the list, ordered by SMILES length, lowest first.
SMILES,GPR55 beta-arrestin,HIV peptide binding,GPR35 arrestin U2OS,Myeloid diff MLP,Myeloid diff MLP GFP+ MAC1+ %,KOR beta-arrestin-1,NOD2 inhibition,NOD1 NF-kB reporter,KOR beta-arrestin-2,GPR55 LPI antagonism
CCOC(=O)N/N=C(/c1ccccc1)C1CCCCC1,-0.7%,0.7%,-5%,i,0.1,-0.3%,8%,-36%,8%,23%
C=CCOC(=O)C1=C(C)Nc2ncnn2C1c1cccs1 (stereo unspecified),-0.1%,1.4%,-4%,i,7.1,-3.7%,28%,4%,1%,-6%
O=C(NCCC(=O)N1CCN(c2ncccn2)CC1)c1ccccc1,0.3%,-1.6%,4%,i,1.4,-1.0%,-20%,-7%,-14%,2%
CN(C)c1ccc(C2Nc3ccccc3C(=O)N2CCCN2CCOCC2)cc1 (stereo unspecified),-0.1%,-0.3%,24%,i,0.6,0.1%,30%,12%,7%,-7%

# Other entries follow:
SMILES,GPR55 beta-arrestin,HIV peptide binding,GPR35 arrestin U2OS,Myeloid diff MLP,Myeloid diff MLP GFP+ MAC1+ %,KOR beta-arrestin-1,NOD2 inhibition,NOD1 NF-kB reporter,KOR beta-arrestin-2,GPR55 LPI antagonism
O=C1c2ccccc2C(Nc2ccc(-c3nc4ccccc4[nH]3)cc2)N1Cc1ccco1 (stereo unspecified),0.2%,3.9%,5%,i,2.7,-3.1%,-8%,3%,21%,4%
Cc1c(-c2cc(C(=O)O)c3ccccc3n2)cnn1C,-0.5%,0.2%,-2%,i,0.6,2.3%,-11%,-25%,18%,-4%
C/C(=N\N=C1\NC(=O)CC(C(=O)O)S1)c1ccc(F)cc1 (stereo unspecified),0.9%,1.3%,-19%,i,0.9,1.6%,9%,3%,5%,-3%
Cc1ccc(NCc2ccccc2O)cc1C,-0.2%,-4.1%,-13%,i,0.1,-2.5%,-19%,-40%,6%,12%
Cc1cccc2c(N=O)c(O)[nH]c12,0.0%,18%,-12%,i,0.3,1.5%,17%,7%,15%,-4%
CC(=O)NC1C(=O)N=C(SCC(=O)NC(C)c2ccccc2)NC1=O (stereo unspecified),-0.3%,-1.2%,18%,i,1.4,2.6%,5%,18%,-10%,0%
COc1ccccc1N1CCN(C(=O)c2ccc3c(=O)n(Cc4ccc5c(c4)OCO5)c(=O)[nH]c3c2)CC1,2.8%,-2.4%,-15%,?,.,-3.6%,11%,-4%,-33%,1%
COc1ccc(-c2cc3nc(C)cc(N4CC(C)CC(C)C4)n3n2)cc1 (stereo unspecified),0.6%,-2.3%,-7%,i,0.4,-5.2%,8%,13%,10%,-22%
CC(C)CC1C2C(=O)N(c3ccccc3)C(=O)C2ON1c1ccccc1 (stereo unspecified),0.0%,-1.3%,-10%,i,0.2,3.3%,-1%,-5%,-2%,17%
O=c1oc2cc(O)ccc2c2c1CCCC2,-0.2%,-0.1%,-11%,i,1.7,8.4%,-19%,-19%,8%,1%
COc1cc(OC)c(C(=O)/C=C/c2ccc(OCc3ccccc3)c(OC)c2)c(OC)c1,-0.1%,-2.3%,2%,i,0.3,-2.6%,-58%,54%,6%[20 µM],4%
COc1ccc(N2CSC3=C(C#N)C(c4cc(OC)ccc4OC)CC(=O)N3C2)c(OC)c1 (stereo unspecified),-0.1%,2.3%,10%,i,1.4,8.2%,-7%,-14%,-42%,-4%
CCOc1ccc(CCNC(=O)CCC(=O)Nc2ccc3nc(N4CCN(C)CC4)cc(C)c3c2)cc1OCC,0.5%,3.3%,2%,i,0.4,4.5%,11%,-25%,11%,2%
COc1ccc([N+](=O)[O-])cc1NC(=O)c1ccc(CN(c2ccc(C)c(C)c2)S(C)(=O)=O)cc1,0.8%,0.4%,-20%,i,0.2,0.5%,-46%,-34%,35%,2%
O=C(CCC(=O)Nc1ccc(F)cc1)N/N=C/c1ccc(F)cc1,-0.1%,-1.3%,11%,i,0.4,-6.5%,21%,4%,-13%,4%
O=C(COC(=O)CCC(=O)c1ccc(F)cc1)Nc1cccc(S(=O)(=O)N2CCCC2)c1,-0.1%,-2.5%,-12%,i,0.8,-1.5%,24%,3%,9%,9%
O=C(N/N=C/c1ccccc1OCc1ccccc1)c1cccs1,-0.2%,-0.8%,-9%,i,0.4,0.5%,-22%,-48%,-56%,-14%
CC(C)OC(=O)CSc1nnc(CNc2ccc(Cl)cc2)n1Cc1ccccc1,0.2%,-0.5%,-12%,i,0.6,2.0%,15%,-13%,-34%,10%
COc1cccc2c(=O)cc(C)n(CC(=O)Nc3ccccc3C)c12,0.2%,0.2%,-4%,i,1.4,-0.3%,3%,-114%,28%,0%
COc1cc2nc(C3CCC3)n(NC(=O)COc3ccccc3)c(=O)c2cc1OC,-0.1%,1.8%,-6%,i,4.3,8.3%,-73%,-26%,-16%,3%
N#CC1=C(O)C(c2ccccc2)n2c1nc(=O)c1ccccc12 (stereo unspecified),-0.2%,-2.6%,14%,i,0.7,-6.0%,14%,14%,-38%,-7%
CN(C)CCn1c(=N)n(CC(O)c2ccc(Cl)c(Cl)c2)c2ccccc21 (stereo unspecified),0.2%,-0.7%,-3%,i,0.2,.,15%,-24%,.,35%
O=C(CCS(=O)(=O)Cc1ccccc1)N1CCN(Cc2ccccc2)CC1,-0.2%,1.7%,1%,.,.,0.6%,14%,-8%,31%,14%
N#C/C(=C/c1ccc(N2CCCCC2)o1)c1cccc(F)c1,-0.1%,33%,56%*,.,.,-8.6%,-24%,-37%,-13%,?
